Assay outcomes deposited in PubChem by National Center for Advancing Translational Sciences (NCATS).
Rab9 promoter act: activates the Rab9 promoter; AID 485297; actives 2.8% (n = 320,000); Potency, µM (highest dose often 9.22 µM), inactives show top-dose activation, negative = inhibition, hits mostly activators; Huh7 Rab9 promoter-luciferase reporter, luminescence, 24 h; also: % of control where 0% means no effect; nearly all actives have a fitted effect of over 60% in size
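Huh7 reporter line, Rab9 promoter upstream of luciferase. Compound exposure 24 h at 37 °C in reduced-serum medium with 10% FBS. Read-out: luminescence.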
BRCA1 expr act: increases BRCA1 expression; MCF7-BRCA1-FFLuc reporter, luminescence, 48 h; response scale: scaled: vehicle 0%, 10 µM genistein 100%; Potency, µM (top dose mostly 46.1 µM), inactives show top-dose activation, hits mostly activators; actives 1.1% (n = 380,000); AID 624202; also: nearly all actives have a fitted effect of over 80% in size; some results filed as inactive show a strong effect at the top dose
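Compounds are tested at multiple concentrations on MCF7 BRCA1-luciferase reporter cells seeded at 2000 per well; after 48 h, a single luminescence end-point is taken and curves fitted to the normalized data.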
MLL CXXC-DNA inh: blocks binding of human MLL CXXC domain to DNA; MLL-CXXC / FITC-HOXA9 DNA fluorescence polarization; actives 0.037% (n = 290,000); Q03164; Potency, µM (doses to about 115 µM), inactives show top-dose activity change, negative = inhibition, hits mostly inhibitors; AID 2662; active = well fitted inhibition curve with a large enough effect in the polarisation, with a control signal flat, not every such curve was filed as active; inconclusive = small, poorly fitted or top-dose-only effect, or effect the other way, or a change in a side signal; inactive = no such curve, though single readings can be large or run the other way; the % refers to the polarisation
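Purified MLL-CXXC (added from a 7 uM solution) was preincubated 5 min at ambient with pinned compounds in 50 mM Tris-HCl pH 7.5, 50 mM NaCl, 1 mM DTT, 0.05% BSA. Fluorescein-labeled HOX-A9 DNA (50 nM solution) followed, 30 min, then polarization read.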
MBNL1 CUG block: inhibitors of human MBNL1 binding to CUG repeat RNA; TR-FRET MBNL1-His/biotin-(CUG)12 binding, 665/545 ratio; Potency, µM (doses to about 57.5 µM), for the others: top-dose activity change, negative = inhibition, most hits filed as inhibitors; actives 0.036% (n = 280,000); active = well fitted inhibition curve with a large enough effect in the signal ratio, with a control signal flat, not every such curve was filed as active; inconclusive = small, poorly fitted or top-dose-only effect, or effect the other way, or a change in a side signal; inactive = no such curve, though single readings can be large or run the other way; the % refers to the signal ratio; also: % is scaled to controls: 0 for no effect and ±100 for the full control effect
Target sequence (Q9NR56 whole entry, looked up): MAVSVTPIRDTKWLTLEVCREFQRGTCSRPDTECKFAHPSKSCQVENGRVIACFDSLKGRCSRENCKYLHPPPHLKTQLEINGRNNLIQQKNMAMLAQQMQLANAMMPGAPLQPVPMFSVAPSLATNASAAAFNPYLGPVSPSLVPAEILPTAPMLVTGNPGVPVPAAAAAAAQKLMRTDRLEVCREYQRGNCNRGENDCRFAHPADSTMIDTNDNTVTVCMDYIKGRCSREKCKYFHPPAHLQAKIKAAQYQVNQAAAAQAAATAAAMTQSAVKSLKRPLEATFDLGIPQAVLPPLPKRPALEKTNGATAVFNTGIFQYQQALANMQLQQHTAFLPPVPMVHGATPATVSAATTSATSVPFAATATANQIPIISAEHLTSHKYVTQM
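TR-FRET between His-tagged MBNL1 and biotin-(CUG)12 RNA, detected with Tb anti-His antibody (0.055 ng/ul) and streptavidin-XL665 (5 nM), 60 min at room temperature. Compounds titrated 92 nM to 58 uM; 665/545 nm ratio normalized to buffer and complex controls.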
NPC1 prom act: NPC1 promoter activation | Huh7 NPC1 promoter luciferase reporter, 24 h | Potency, µM (highest dose often 9.22 µM), without a hit: at the highest dose activation, usual class: activators | actives 2.4% (n = 320,000) | AID 485313;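 also: % of control where 0% means no effect; nearly all actives have a fitted effect of over 60% in size; reporter is driven by a mutant NPC1 promoter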
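Compounds in DMSO were transferred onto Huh7 NPC1-luciferase reporter cells pre-incubated 2 h; after 24 h at 37 °C, Amplite reagent was dispensed and luminescence recorded 10 min later.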
ELG1 genotox: inducers of genotoxicity in HEK293T ELG1-luciferase cells; HEK293T ELG1-luciferase reporter, luminescence, 16 h; AID 504466; actives 1.3% (n = 330,000); Potency, µM (series often up to 46 µM), for the others: at the top dose activity change, positive = activation, actives largely listed as activators; also: % of control where 0% means no effect; nearly all actives have a fitted effect of over 60% in size
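After overnight (16 hr) compound treatment at 37 °C, ELG1-luciferase HEK293T cells were lysed with ONE-Glo; luminescence quantified 30 min later at room temperature.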
Gal4-VP16 FLuc: Gal4-VP16 reporter inhibition counter-screen; Drosophila S2 Gal4-VP16 UAS-luciferase, luminescence, 20 h; Potency, µM (top dose mostly 53.6 µM), for inactives: at the highest dose activity, negative = inhibition, hits mostly inhibitors; actives 3.5% (n = 310,000);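 also: Gal4-VP16 expression switched on by copper sulfate through the metallothionein promoter; % is scaled to controls: 0 for no effect and ±100 for the full control effect; nearly all actives have a fitted effect of over 50% in size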
FLuc counter: counter-screen for miR-21 project: firefly luciferase inhibitors or activators; P08659; purified FLuc, Km substrates, luminescence inhibition; Potency, µM (highest dose often 57.5 µM), for the others: top-dose activity change, negative = inhibition, actives largely listed as inhibitors; actives 6.9% (n = 360,000);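 also: plate controls were vehicle for no effect and reference inhibitor for full effect; nearly all actives have a fitted effect of over 55% in size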
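Purified P. pyralis luciferase (10nM final) with 10uM D-luciferin and 10uM ATP (Km levels) in 50mM Tris acetate pH 7.5, 10mM Mg acetate, 0.01% Tween-20, 0.05% BSA; qHTS 6-point titration, ~60 µM downward; luminescence read.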
p53 reactivator: re-activators of mutant p53; H1299 p53-A138V BP100-luciferase reporter, luminescence, 24 h; Potency, µM (series often up to 92.2 µM), for inactives: top-dose activity change, positive = activation, usual class: activators; actives 0.063% (n = 320,000); also: % of control where 0% means no effect; nearly all actives have a fitted effect of over 45% in size
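H1299 (p53-null), stable ts p53-A138V + BP100-Luc; 1000 cells/well, Opti-MEM/10% FBS; cpd 4 pt, 1:5; 24 h, 37 deg C, 5% CO2; detection reagent 10 min RT; luminescence.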
RORg inh: blocks mouse ROR gamma transcriptional activity | P51450 | Drosophila S2 Gal4-RORgamma UAS-luciferase reporter, 20 h | Potency, µM (doses to about 53.6 µM), without a hit: at the highest dose activity change, negative = inhibition, most hits filed as inhibitors | actives 5.4% (n = 310,000) | AID 2551; also: % is scaled to controls: 0 for no effect and ±100 for the full control effect; nearly all actives have a fitted effect of over 60% in size
Target sequence (P51450 whole entry, looked up, the tested form may be a part): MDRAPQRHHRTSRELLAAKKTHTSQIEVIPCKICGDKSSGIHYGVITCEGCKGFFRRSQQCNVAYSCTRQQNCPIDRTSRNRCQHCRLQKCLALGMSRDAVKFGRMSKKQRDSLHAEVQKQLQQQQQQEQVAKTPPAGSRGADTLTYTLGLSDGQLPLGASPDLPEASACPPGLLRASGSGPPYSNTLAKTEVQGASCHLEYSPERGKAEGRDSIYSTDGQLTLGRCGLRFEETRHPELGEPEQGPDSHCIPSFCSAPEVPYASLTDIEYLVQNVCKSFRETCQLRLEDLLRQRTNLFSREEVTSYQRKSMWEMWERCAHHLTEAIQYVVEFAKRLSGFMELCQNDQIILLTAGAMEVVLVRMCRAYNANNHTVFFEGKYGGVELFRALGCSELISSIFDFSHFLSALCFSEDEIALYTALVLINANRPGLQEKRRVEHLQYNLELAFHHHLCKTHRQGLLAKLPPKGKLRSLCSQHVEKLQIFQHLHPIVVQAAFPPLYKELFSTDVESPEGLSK
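Schneider cells (Drosophila), stable Gal4 DBD–ROR gamma + UAS-luc; 1 hr cmpd preincubation; Cu2+ induction 700 uM final; 20 hr ambient; luminescence.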
uPA generation: blocks generation of uPA at the cell surface | actives 0.31% (n = 330,000) | cell surface uPA generation assay, qHTS | Potency, µM (top dose mostly 38.3 µM), without a hit: top-dose activity change, negative = inhibition, actives largely listed as inhibitors; active = well fitted inhibition curve with a large enough effect; inconclusive = small, poorly fitted or top-dose-only effect; inactive = no such curve, though single readings can be large or run the other way; tested in mouse RAW 264.7 cells; also: % is scaled to controls: 0 for no effect and ±100 for the full control effect; nearly all actives have a fitted effect of over 55% in size
* marks the source's active call; other numbers are inactive results; u = inconclusive; x = no result given; [ ] = another dose, or the depositor's remark. Unless noted, calls follow the shape of the dose curve; as a rule, active = well fitted curve in the direction sought with a large enough effect; inconclusive = small, poorly fitted or top-dose-only effect, or another doubt; inactive = no such curve, though single readings can be large; an effect the other way counts as inactive or inconclusive. Potency is read from the fitted curve at half-maximal effect.

SMILES	Rab9 promoter act	BRCA1 expr act	MLL CXXC-DNA inh	MBNL1 CUG block	NPC1 prom act	ELG1 genotox	Gal4-VP16 FLuc	FLuc counter	p53 reactivator	RORg inh	uPA generation
CCCc1cc(=O)oc2cc(OCc3nn[nH]n3)ccc12	-8%	-4%	-11%	4%	-1%	3%	-2%	-17%	-8%	11%	-1%
COc1ccc(/C=C/C(=O)Nc2cc(S(=O)(=O)N3CCOCC3)ccc2N2CCCC2)cc1OC	-1%	-43%	20%	18%	-3%	11%	-24%	-1%	-4%	-5%	-1%
COc1ccc(CC(=O)N2CCCc3ccccc32)cc1	-4%	-2%	5%	-7%	1%	18%	-5%	u	13%	28%	-2%
COc1nc(-c2ccccc2)c2cc(C)ccc2n1	-2%	-23%	-4%	8%	-4%	7%	-5%	4%	-18%	-11%	-5%
CCOC(=O)CSc1nc2cc(C(=O)NCc3ccco3)ccc2c(=O)n1-c1ccc(F)cc1	-11%	7%	31%[activator]	9%	-5%	u	6%	3%	6%	18%	x
O=C(N/N=C/C(Cl)=C/c1ccccc1)c1ccncc1	11%	-2%	23%	u	-2%	4%	11%	17µM*	29%	-27%	-8%
CCn1c(CC(C)C)n[nH]c1=S	6%	-5%	0%	0%	-1%	1%	-1%	1%	-4%	u	0%
CC(NC(=O)CCNS(=O)(=O)c1ccc2c(c1)c(=O)n(C)c(=O)n2C)c1ccccc1 (stereo not drawn)	-4%	-21%	-8%	-7%	-5%	-1%	-3%	-1%	6%	12%	x
COc1ccc(N2CC(C(=O)NCCC3=CCCCC3)CC2=O)c(OC)c1 (stereo not drawn)	-5%	0%	x	x	-3%	-1%	x	-2%	-1%	x	4%
O=C(Nc1cccc(C(F)(F)F)c1)C(Sc1ncnc2ccccc12)c1ccccc1 (stereo not drawn)	-3%	-49%	18%	-6%	2%	-2%	0%	4%	-12%	-1%	6%

In a second layout: results already given
COc1ccc(CC(=O)N2CCCc3ccccc32)cc1
- Rab9 promoter act: -4%
- BRCA1 expr act: -2%
- MLL CXXC-DNA inh: 5%
- MBNL1 CUG block: -7%
- NPC1 prom act: 1%
- ELG1 genotox: 18%
- Gal4-VP16 FLuc: -5%
- FLuc counter: u
- p53 reactivator: 13%
- RORg inh: 28%
- uPA generation: -2%
CCOC(=O)CSc1nc2cc(C(=O)NCc3ccco3)ccc2c(=O)n1-c1ccc(F)cc1
- Rab9 promoter act: -11%
- BRCA1 expr act: 7%
- MLL CXXC-DNA inh: 31%[activator]
- MBNL1 CUG block: 9%
- NPC1 prom act: -5%
- ELG1 genotox: u
- Gal4-VP16 FLuc: 6%
- FLuc counter: 3%
- p53 reactivator: 6%
- RORg inh: 18%
- uPA generation: x
COc1ccc(N2CC(C(=O)NCCC3=CCCCC3)CC2=O)c(OC)c1 (stereo not drawn)
- Rab9 promoter act: -5%
- BRCA1 expr act: 0%
- MLL CXXC-DNA inh: x
- MBNL1 CUG block: x
- NPC1 prom act: -3%
- ELG1 genotox: -1%
- Gal4-VP16 FLuc: x
- FLuc counter: -2%
- p53 reactivator: -1%
- RORg inh: x
- uPA generation: 4%
O=C(N/N=C/C(Cl)=C/c1ccccc1)c1ccncc1
- Rab9 promoter act: 11%
- BRCA1 expr act: -2%
- MLL CXXC-DNA inh: 23%
- MBNL1 CUG block: u
- NPC1 prom act: -2%
- ELG1 genotox: 4%
- Gal4-VP16 FLuc: 11%
- FLuc counter: 17µM*
- p53 reactivator: 29%
- RORg inh: -27%
- uPA generation: -8%

(further entries)
SMILES	Rab9 promoter act	BRCA1 expr act	MLL CXXC-DNA inh	MBNL1 CUG block	NPC1 prom act	ELG1 genotox	Gal4-VP16 FLuc	FLuc counter	p53 reactivator	RORg inh	uPA generation
O=C(c1cc(-c2ccco2)nc2ccccc12)N1CCCC(C(F)(F)F)C1 (stereo not drawn)	3%	4%	x	x	0%	-1%	x	u	2%	x	-20%
CCOC(=O)C1=C(C)N=C(SC)N(C)C1c1ccccc1 (stereo not drawn)	14%	-23%	0%	6%	-3%	2%	-8%	2%	u	-18%	x
Cc1ccccc1OCC(=O)N/N=C/c1cc2ccccc2nc1Cl	-2%	-38%	2%	4%	1%	-5%	-8%	-14%	13%	38%	-6%
COc1ccc(CCNC(=O)CN(c2ccc(OC)c(OC)c2)S(C)(=O)=O)cc1	-1%	0%	-6%	-1%	-2%	0%	5%	5%	-6%	-8%	3%
Cc1ccc(C2C(C#N)=C(N)N(N(C)C)C3=C2C(=O)CCC3)cc1 (stereo not drawn)	-6%	-10%	12%	x	-2%	2%	2%	5%	-8%	13%	1%
COC(=O)c1nn(-c2cccc(C)c2)c2nnc(Cc3ccccc3)c(=O)n12	0%	0%	-1%	15%	1%	0%	-11%	-2%	-6%	0%	0%
Cc1cccc(C(=O)NCCCn2ccnc2)c1C	-1%	-32%	15%	-1%	-2%	2%	-10%	-1%	5%	-9%	-2%
Cc1noc(C)c1C(=O)Nc1cccnc1	-5%	-11%	-3%	-2%	0%	-3%	-13%	7%	-6%	-3%	x
Cn1nnc(NC(=O)c2ccccc2F)n1	1%	1%	u	0%	7%	2%	2%	-2%	5%	38%[10 µM]	-1%
NS(=O)(=O)c1ccc(CCNC(=O)c2ccc3nc4ccc(Cl)cc4c(=O)n3c2)cc1	-1%	-13%	19%	13%	-1%	-7%	-7%	-8%	-2%	3%	12%
COc1ccc(CCn2c(=O)[nH]c3cc(C(=O)NCCc4ccccc4)ccc3c2=O)cc1OC	2%	x	-5%	1%	1%	1%	-3%	1%	u	16%	x
O=C(COC(=O)c1ccccc1O)Nc1ccc(OC(F)F)cc1	11%	12%	14%	8%	16%	u	23%	u	u	u	2%
CC(=O)CCc1c(C)c2cc(C)ccc2[nH]c1=O	17%	-4%	-1%	27%	7%	u	-8%	u	25%	3%	1%
CCOC(=O)c1cc(-c2ccccc2)sc1NC(=O)COC(=O)c1ccc(Cl)c(S(N)(=O)=O)c1	-7%	-29%	0%	24%	-7%	u	-3%	-1%	9%	-2%	0%
Cc1ccnc(NC2c3ccccc3C(=O)N2Cc2ccccc2Cl)c1 (stereo not drawn)	-2%	25%	2%	3%	-5%	-1%	-6%	9%	1%	5%	u
O=C1C2C3C=CC(C2C(=O)N1C1CCCCC1)C1C2C(=O)N(C4CCCCC4)C(=O)C2C31 (stereo not drawn)	-7%	3%	8%	-12%	-7%	-1%	-4%	-1%	-7%	-1%	1%
Cc1nc2cncc(Br)c2n1C	3%	-19%	-10%	-6%	3%	7%	-3%	-1%	20%	19%	-6%
COc1cccc(CNc2ccc(F)c([N+](=O)[O-])c2)c1O	12%	27%	-16%	u	0%	8%	7%	u	4%	u	2%
Cn1c(=O)cc(OCCCC(=O)NCCC2=CCCCC2)c2ccccc21	4%	-18%	1%	6%	-5%	u	-3%	-8%	-2%	-42%	-3%
CCCN(CC1CC1)C(=O)CSc1nnc(-c2ccco2)n1N	14%	x	13%	5%	7%	-1%	9%	-4%	-2%	34%	x
O=C(Nc1cccc(Cl)c1)c1ccc(NC2=NC3CS(=O)(=O)CC3S2)cc1 (stereo not drawn)	0%	-24%	x	9%	-1%	1%	1%	-2%	6%	-1%	-2%
COC(=O)c1ccc(N2CCN(C)CC2)c(NC(=O)c2cc3ccccc3o2)c1	5%	-21%	-6%	-11%	1%	0%	8%	5%	-4%	0%	2%
Cn1nc(C(=O)Nc2nc3ccccc3[nH]2)ccc1=O	2.2µM*	7.9µM*	-20%	3%	u	18%	u	17µM*	21%	u	-7%
COc1ccc(Cl)cc1N(CC(=O)Nc1ccccc1SC)S(C)(=O)=O	-1%	-13%	-4%	-1%	-1%	0%	1%	-1%	-10%	15%	-1%
O=C(Nc1ccc2c(c1)OCCO2)c1cccs1	1.6µM*	u	14%	-9%	2.8µM*	16µM*	-12%	5.4µM*	u	-3%	u
CC1CC(=O)N(CC(=O)Nc2ccccc2F)c2ccccc2S1(=O)=O (stereo not drawn)	-3%	-5%	0%	0%	0%	0%	5%	-1%	-4%	-2%	-12%
CCCn1c(=N)n(CC(=O)C(C)(C)C)c2ccccc21	0%	-22%	-7%	0%	4%	-1%	1%	0%	0%	u	2%
Cc1ccc(S(=O)(=O)Nc2nc3c(s2)C(=O)CC(C)(C)C3)cc1	-1%	-32%	-9%	u	0%	4%	5%	-16%	0%	18%	-4%

A portion of the library, so the mix of outcomes need not match the whole.
